Screening results as filed in PubChem.
mcGAS inh: mouse cGAS inhibition by luminescence; recombinant cGAS, Kinase-Glo ATP depletion luminescence; inhibition, % at 12.5 µM; 160,000 compounds, 0.15% hits; AID 1259399;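 also: 0% = negative control wells and 100% = reference inhibitor with no enzyme activity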
hcGAS inh: blocks human cGAS activity. inhibition, % at 12.5 µM. recombinant h-cGAS, ATP depletion, Kinase-Glo luminescence. 290,000 compounds, 0.081% hits;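 also: 0% = vehicle reaction and 100% = reaction without DNA for no activity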
Target sequence (Q8N884 whole entry, looked up): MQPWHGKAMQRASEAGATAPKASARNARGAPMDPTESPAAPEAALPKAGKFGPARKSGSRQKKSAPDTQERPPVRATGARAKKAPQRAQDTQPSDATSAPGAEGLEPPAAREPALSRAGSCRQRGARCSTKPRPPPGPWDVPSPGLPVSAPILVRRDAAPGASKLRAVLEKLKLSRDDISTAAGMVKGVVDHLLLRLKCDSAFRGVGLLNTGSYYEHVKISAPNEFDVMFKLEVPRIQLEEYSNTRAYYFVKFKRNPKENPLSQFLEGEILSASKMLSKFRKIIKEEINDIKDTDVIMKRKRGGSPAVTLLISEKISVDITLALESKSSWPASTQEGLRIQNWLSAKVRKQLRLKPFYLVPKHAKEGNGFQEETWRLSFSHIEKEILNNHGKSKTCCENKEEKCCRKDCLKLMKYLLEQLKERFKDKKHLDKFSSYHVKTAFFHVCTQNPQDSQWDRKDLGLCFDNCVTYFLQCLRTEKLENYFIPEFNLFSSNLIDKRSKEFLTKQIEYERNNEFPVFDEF
NPYLR7 agonist: mosquito NPYLR7 agonism | HEK293T NPYLR7/Galpha15, GCaMP6s calcium fluorescence | activation, % at 10 µM | 270,000 compounds, 0.15% hits | AID 1259423; in the data active = activation above about 40%;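 also: 0% = vehicle and 100% = reference agonist at the receptor; some compounds past the cut are filed as inactive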
Numbers without * were called inactive; · = no result given; & = joins results of further samples. Rule as the data show it, unless noted: active = inhibition above about 40%; inactive = the rest.

A first look, 16 compounds:
SMILES	mcGAS inh	hcGAS inh	NPYLR7 agonist
CC1CC(=O)Nc2ccccc2N1C(=O)CSc1nnc(N2CCCCC2)n1C1CC1 (stereo not given)	·	0	-3
C=CCOC(=O)C1C(C)=Nc2nc(SCCCC)[nH]c(=O)c2C1c1ccccc1 (stereo not given)	·	-4	2
COc1ccc(C(=O)Cn2cnc3c(nnn3C)c2=O)cc1	·	-4	1
CCNC(=O)N1CCN(Cc2nnnn2-c2ccc(Cl)cc2)CC1	-5	-6	-1
O=c1c2[nH]c3ccccc3c2ncn1CCc1ccccc1	-10	-6	1
CCc1cc2c(=O)c(-c3nc(C)cs3)coc2cc1O	-5	-8	0
O=C(C1CC1)N1CCC(C(=O)N2CC=CC2CO)CC1 (stereo not given)	0	8	·
CCCc1cc(=O)n2cccc(O)c2n1	·	-3	-6
CCC(C)C(NC(=O)Nc1cccc(Br)c1)C(=O)Nc1nnc(-c2ccc(Cl)cc2)s1 (stereo not given)	-4	-2	-2
CCCCn1c(=O)[nH]c(=O)c2c1nc(COC(=O)c1c(C)noc1C)n2CCC	·	-14	14
COc1ccc2ccc(O)c(CN3CCc4sccc4C3)c2c1	·	-12	6
COc1ccccc1C(=O)N(CCN1CCOCC1)Cc1c(-c2ccccc2)noc1N1CCCCC1C (stereo not given)	1	0	-4
O=P1(Nc2ccc(I)cc2)C=C(c2ccccc2)OC(c2ccccc2)=C1	·	-5	2
COc1ccccc1-n1c(C)nnc1SCc1ccc(C(=O)Nc2ccc3c(c2)OCO3)cc1	0	3	2
COC(=O)Cn1ncc(N2C3CC(CC(C)(C)C3)C2C)c(Cl)c1=O (stereo not given)	-4	-6	9
COc1cc(C#N)ccc1Oc1cc(Cl)nc(N)n1	·	-5	10

All compounds of this part, from the first entry:
SMILES	mcGAS inh	hcGAS inh	NPYLR7 agonist
CC1CC(=O)Nc2ccccc2N1C(=O)CSc1nnc(N2CCCCC2)n1C1CC1 (stereo not given)	·	0	-3
C=CCOC(=O)C1C(C)=Nc2nc(SCCCC)[nH]c(=O)c2C1c1ccccc1 (stereo not given)	·	-4	2
COc1ccc(C(=O)Cn2cnc3c(nnn3C)c2=O)cc1	·	-4	1
CCNC(=O)N1CCN(Cc2nnnn2-c2ccc(Cl)cc2)CC1	-5	-6	-1
O=c1c2[nH]c3ccccc3c2ncn1CCc1ccccc1	-10	-6	1
CCc1cc2c(=O)c(-c3nc(C)cs3)coc2cc1O	-5	-8	0
O=C(C1CC1)N1CCC(C(=O)N2CC=CC2CO)CC1 (stereo not given)	0	8	·
CCCc1cc(=O)n2cccc(O)c2n1	·	-3	-6
CCC(C)C(NC(=O)Nc1cccc(Br)c1)C(=O)Nc1nnc(-c2ccc(Cl)cc2)s1 (stereo not given)	-4	-2	-2
CCCCn1c(=O)[nH]c(=O)c2c1nc(COC(=O)c1c(C)noc1C)n2CCC	·	-14	14
COc1ccc2ccc(O)c(CN3CCc4sccc4C3)c2c1	·	-12	6
COc1ccccc1C(=O)N(CCN1CCOCC1)Cc1c(-c2ccccc2)noc1N1CCCCC1C (stereo not given)	1	0	-4
O=P1(Nc2ccc(I)cc2)C=C(c2ccccc2)OC(c2ccccc2)=C1	·	-5	2
COc1ccccc1-n1c(C)nnc1SCc1ccc(C(=O)Nc2ccc3c(c2)OCO3)cc1	0	3	2
COC(=O)Cn1ncc(N2C3CC(CC(C)(C)C3)C2C)c(Cl)c1=O (stereo not given)	-4	-6	9
COc1cc(C#N)ccc1Oc1cc(Cl)nc(N)n1	·	-5	10
CCCc1cc(=O)[nH]c(SCc2cc(=O)n3ccsc3n2)n1	·	-2	1
NC(=O)c1noc(CN2C[C@@H]3C4CCC(CC4)[C@@H]3C2)n1	·	1	0
C=CC[C@@H]1CC=C[C@@H](C)N1C(=O)c1occc1C	·	-9	11
Cc1oc(-c2ccccc2NC(=O)c2ccsc2)nc1CN(C)Cc1nc2ccccc2n1C	-10	-5	13
CCN(CC)C(=O)Cn1cc(SCc2ccc(F)cc2)c2ccccc21	-6	-9	-3
Cc1ccc(C=Nc2sc3c(c2C(N)=O)CCC3)s1	·	6	6
CC1(C)O[C@@H]2C[C@@](OCc3cccc(C(F)(F)F)c3)(C(=O)NCCN3CCOCC3)CC(OCc3c(F)cccc3F)[C@@H]2O1 (stereo not given in full)	-3	-3	4
CCOC(=O)C1CCCN(c2oc(-c3ccc(Cl)cc3)nc2C#N)C1 (stereo not given)	·	-9	0

Reprinted from above for reference:
SMILES	mcGAS inh	hcGAS inh	NPYLR7 agonist
CC1(C)O[C@@H]2C[C@@](OCc3cccc(C(F)(F)F)c3)(C(=O)NCCN3CCOCC3)CC(OCc3c(F)cccc3F)[C@@H]2O1 (stereo not given in full)	-3	-3	4
CCOC(=O)C1CCCN(c2oc(-c3ccc(Cl)cc3)nc2C#N)C1 (stereo not given)	·	-9	0

Following part.
SMILES	mcGAS inh	hcGAS inh	NPYLR7 agonist
CCOc1ccc(N(CC(=O)Nc2ccc3c(c2)OCO3)S(=O)(=O)c2ccc(SC)cc2)cc1	-4	-4	-13
CC(CC(=O)NCCS(N)(=O)=O)c1ccccc1Br (stereo not given)	·	4	3
CN(C(=O)Nc1ccc(F)c(F)c1F)C1CCC(c2ccccc2)CC1 (stereo not given)	-12	-6	3
O=C(CCc1nnc(CCCc2ccccc2)o1)N1CC[C@@H]2CCCC[C@H]2C1	·	-6&-5	9&-6
Cc1noc(-c2ccc(OC(F)(F)F)cc2)c1C(=O)NCCC#N	-7	-1	28
CN(C)CCN(Cc1ccccc1)C(=O)c1cc(-c2ccccc2)nc2cc(-c3ccccc3)nn12	-11	-5	10
Cc1c(CCNC(=O)c2cccs2)sc2nc(-c3ccc(Cl)cc3)nn12	-3	3	6
COC(=O)c1ccccc1S(=O)(=O)N1CCC(c2cn(C)c3ccc(C)cc23)CC1	-5	-2	24
COCC(=O)Nc1ccc(N(C)C)c(CN(Cc2ccco2)C(=O)c2cccs2)c1	-5	-8	27
Cc1cc(C)nc(Nc2cccc(OCc3nc(-c4cccs4)no3)c2)n1	·	-1	9
CCNC(=O)C(C)NC(=O)c1ccc(CN2C(=O)c3ccccc3S2(=O)=O)cc1 (stereo not given)	·	-14	0
O=C(Nc1ccc(N2CCCCC2)c(C(=O)NCC2CCCO2)c1)Nc1cccc(Cl)c1Cl (stereo not given)	-4	-4	-6
COCCn1cc(NC(=O)NC(C)CCc2ccccc2)c2ccccc21 (stereo not given)	·	-4	-3
O=C(c1cc(=O)c(OCc2ccc(F)cc2)c[nH]1)N1CCN(c2ccccc2)CC1	·	-10	1
CC(=O)N1CCc2c(nc(-c3ccccn3)nc2NCCc2ccc(F)cc2)C1	·	-3	12
Cn1nc(C2CCCN(C(=O)c3ccc[nH]c3=O)C2)n(-c2ccccc2)c1=O (stereo not given)	-12	-7	-1
Cc1ncsc1CN1CCC(C(=O)N2CCCCCCNC(=O)CC2)CC1	-3	-5	·
CN(Cc1ccc2c(c1)OCO2)Cc1cc(-c2ccccc2)no1	·	-6	10
COCCN1CCCC(O)(CN(C)Cc2cnccn2)C1=O (stereo not given)	·	-5	3
Cc1ccc2[nH]cc(C3CCN(S(=O)(=O)c4ccc(C#N)cc4Cl)CC3)c2c1	-4	1	21
O=C(O)Cc1nc(-c2cccnc2)n[nH]1	·	-8	0
CCOCCCN(CC(=O)N(Cc1cccn1Cc1ccccc1Cl)CC(C)C)C(=O)/C=C/c1ccccc1	-2	3	-2
COc1ccc(NC(C)=O)cc1NC(=O)CCc1nc(-c2ccncc2)no1	-10	-4	4
CN(C(=O)c1ccc(CSc2nnc3ccccn23)cc1)C(c1ccccc1)c1ccccc1	-3	-4	-2
Nc1cc(N2CCc3[nH]nc(C(c4ccccc4)c4ccccc4)c3C2)ncn1	·	-6	17
O=[N+]([O-])c1cnc(Nc2cc(Cl)ccc2Cl)c([N+](=O)[O-])c1	1	5	5
O=C(CCc1ccccc1)Nc1ccc(N2CCCC2)c(C(=O)NCCc2ccccc2)c1	-3	0	13
O=C(OC1(C(=O)Nc2ccccc2)CCCCC1)c1ccccc1	·	-5	-8
Cc1ccc(C2(O)CCN(C(=O)c3cnc(-c4cccnc4)nc3)CC2)nc1	·	-5	1
O=C(O)CCC(C(=O)O)N1C(=O)CSC1=S (stereo not given)	-6	-3	1
CCC(O)c1nc2ccccc2n1CCCCOc1ccc(OC)cc1 (stereo not given)	-2	-5	0
COc1ccc2c(c1)SC(C)C(=O)N2Cc1cccc(C(F)(F)F)c1 (stereo not given)	·	3	3
CN1CCC=C(CNS(=O)(=O)c2ccc(C(C)(C)C)cc2)C1	·	-2	1
Cn1cc(C(=O)NCC(c2ccccc2)c2ccccc2)ccc1=O	·	-3	2
COc1ccc(-c2cc(N)n(-c3ccc(C(=O)N4CCOCC4)cc3)n2)cc1	-1	3	5
CC(O)c1cccc(OCc2ccc(S(=O)(=O)C(F)F)cc2)c1 (stereo not given)	·	-8	-3
CC(O)CC(C)(C)CNC(=O)NC1CCN(C2CCCC2)C1 (stereo not given)	·	-16	-1
CCn1cc(C(=O)N(CC2COc3ccccc3O2)C(C)C)c(C)n1 (stereo not given)	-18	-4	5
O=C(NCC1(Cn2cccn2)CC1)c1ccc(C2CCNC2)cc1 (stereo not given)	-17	1	4
CC1CN(Cc2nc3sc4c(c3c(=O)[nH]2)CCC4)CC(C)O1 (stereo not given)	·	-6	10
Cc1ccc(C)c(CC(=O)N(C)C(C)c2cccc(O)c2)c1 (stereo not given)	-14	-7&-14	-6&2
CCOC(=O)c1cc(C2CC2)n(C2CCN(C(=O)COc3ccccc3)CC2)n1	1	3	3
CN(CCC(O)c1ccccc1)c1ncc(F)c(N2CCOCC2)n1 (stereo not given)	-9	-6	13
COCCN1CC2=C(C1=O)C(c1cc(C)c(C)cc1C)NC(=O)N2C (stereo not given)	-5	-5	-4
CCc1c(C(=O)NC2CC(=O)N(Cc3cccc(F)c3)C2)csc1C (stereo not given)	-2	-1	-3
COCCNC(=S)NN=C1C=C(C)CC1	·	-5	1
Cn1c2c(c3ccccc31)C[C@H]1C[C@@H]2[C@@H](Oc2ccccn2)CN1C(=O)C1CCC1	-5	-1	15
CCN(C(=O)NC(C)C)C(C)CS(=O)(=O)CC (stereo not given)	·	-8	4
Nc1nc2c(s1)C(c1cccc3c1oc1ccccc13)CC(=O)NC2 (stereo not given)	·	-4	1
COc1ccc(S(=O)(=O)Oc2ccc(CN(C(=O)c3cccc(F)c3)C3CC3)cc2)cc1	-5	-3	2
CN(Cc1ccccc1O)C(=O)C1CSCN1C(=O)c1ccccc1 (stereo not given)	-6	-16	-3
CCOC(=O)CN1C(=O)SC(=Cc2cc(Br)c(OCC(=O)OC)c(OC)c2)C1=O	-1	0	2
Cc1cc(C)cc(S(=O)(=O)N2CCN(c3ccc(NC(=O)c4ccc(F)cc4)cn3)CC2)c1	-7	-3	27
COCCn1c(SC)nc2c([nH]c3ccccc32)c1=O	-7	-3	17
CN(C)C(=O)c1nn(-c2ccc(F)cc2)cc1Br	·	-11	6
CC1NC(=O)NC2NC(=O)NC(C)C12 (stereo not given)	·	6	3
COc1ccc(-c2nc3ccc(C)cn3c2NC(=O)CCCCl)cc1OC	-1	1	-5
C=CCOc1c(Cl)cc(C(=O)NCCc2cnc[nH]2)cc1Cl	·	-10	-4
O=c1[nH]c2ccc(-c3csc(-c4ccco4)n3)cc2[nH]1	·	1	2
O=C(COC(=O)c1ccc(F)cc1[N+](=O)[O-])c1ccc(Br)cc1	·	7	3
(more compounds)
SMILES	mcGAS inh	hcGAS inh	NPYLR7 agonist
O=C(/C=C/c1c(F)cccc1F)NCC1CCN(C2CC2)C1 (stereo not given)	-16	-7	-3
O=C(CC1C(=O)NCCN1C/C=C/c1ccccc1)NC1Cc2ccccc2C1 (stereo not given)	-10	-4	17
Cn1nc(C(=O)NCCc2cccs2)c2ccccc2c1=O	-6	-7	-2
O=C(CN1C(=O)c2ccccc2C1=O)Nc1ccccc1F	-3	2&-8	-4&1
Cc1ccc(C(=O)N(C)Cc2ncccc2C)cc1NC(=O)C1CCC1	-18	-7	5
CC(C)NC(=O)N1CCCC(OCc2cc(F)ccc2F)C1 (stereo not given)	-4	-4	-4
CC(C)OCC(=O)Nc1ccc(N2CCCCC2)c2ccncc12	·	-16	6
COc1ccccc1NS(=O)(=O)c1ccc2c(c1)NC(=O)CC(=O)N2	-5	-17	15
COCCN(Cc1nc(C(=O)N2CCN(c3ccccc3C)CC2)cs1)C(=O)Nc1ccccc1F	-5	-8	13
CN(C)c1ccc(C(=O)Nc2scnc2-c2ccc(F)cc2)cn1	·	-3	-4
CC(=O)c1ccc(N2CCN(Cc3ncc(-c4ccccc4)o3)CC2)c(F)c1	·	2	1
O=C(CN(C(=O)C12CC3CC(CC(C3)C1)C2)C1CC1)N1CCc2sccc2C1c1ccc(Cl)cc1 (stereo not given)	-6	-12	-3
CCc1ccc2c(c1)c(=O)c(S(=O)(=O)c1ccccc1)cn2CC	-4	-3	-8
CCN1C(=O)NC(c2ccc(Cl)cc2Cl)C2=C1CN(CCC(=O)N1CCN(CCOC)CC1)C2=O (stereo not given)	-5	-6	-1
O=C(Nc1cccc2ccccc12)C1=NN(C2CCS(=O)(=O)C2)C(=O)CC1 (stereo not given)	·	-7	4
Brc1ccc(-c2nc(Cc3ccccc3)no2)cc1	·	-4	-4
N#Cc1ccc(C(=O)N2CCCC(C(=O)NCC3CC3)C2)cc1 (stereo not given)	·	-5	1
Cc1nc2c(c(NCC3(Cn4cccn4)CC3)n1)CCNC2	-12	-8	33
COc1ccccc1C(C)NC(=O)CSCc1cccc(F)c1 (stereo not given)	-7	-13	5
O=C(CSc1cn(CCNC(=O)c2ccccc2)c2ccccc12)NCc1ccccc1	·	-6	3
Oc1c(Cl)cc(Cl)c2ccc(N/N=C\c3c(F)cccc3Cl)nc12	-7	4	-4
CC(c1ccccc1)N1CCCN(c2ccc(NC(=O)c3ccc(C(F)(F)F)cc3)cc2)C1=O (stereo not given)	·	-3	7
CCN(CC(=O)NC1CCS(=O)(=O)C1)C(=O)CCl (stereo not given)	-3	-4	-1
CCc1[nH]n(-c2ccccc2)c(=O)c1C1=C([n+]2cc(C)cc(C)c2)C(=O)N(CC2CCCO2)C1=O (stereo not given)	-10	-5	17
